PAD4 FP inh: PAD4 (human) enzyme inhibition | Q9UM07 | recombinant PAD4, RCA probe fluorescence polarization | inhibition, % at 6.36 µM | hit rate 0.41% among 330,000;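 active means percent inhibition above a cutoff equal to the mean of all tested compounds plus 3 SD, cut at about 15% in these data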;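 further: 0% = PAD4 with RCA probe and DMSO and 100% = probe without PAD4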
LYPLA2 counter: blocks human lysophospholipase 2, a PME1 counter-screen | O95372 | recombinant LYPLA2, FP-Rh probe fluorescence polarization | inhibition, % at 5.9 µM | hit rate 0.38% among 320,000 | AID 2177;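 active means inhibition above the screen-wide mean plus 3 SD, limit set per campaign, cut at about 26% in these data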;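 further: 0% = LYPLA2 with DMSO and 100% = wells lacking LYPLA2 enzyme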
Target sequence (O95372 whole entry, looked up): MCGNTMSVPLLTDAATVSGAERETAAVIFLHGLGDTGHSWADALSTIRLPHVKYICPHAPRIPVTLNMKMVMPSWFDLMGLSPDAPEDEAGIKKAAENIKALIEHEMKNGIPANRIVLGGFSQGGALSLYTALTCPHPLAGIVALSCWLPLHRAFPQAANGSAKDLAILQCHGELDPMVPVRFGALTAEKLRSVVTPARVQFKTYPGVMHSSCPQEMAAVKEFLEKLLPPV
PAFAH2 FP inh: inhibitors of human PAFAH2. inhibition, % at 3.39 µM. hit rate 0.99% among 340,000. Q99487. recombinant PAFAH2, FP-rhodamine activity probe, fluorescence polarization;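 active means inhibition above the mean over all tested compounds plus 3 SD, cut at about 30% in these data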;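 further: inhibitors block probe labeling of enzyme so polarization drops; 0% = enzyme with DMSO and 100% = wells lacking PAFAH2 protein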
EBNA-1 inh: blocks EBNA-1 binding to DNA | hit rate 0.34% among 300,000 | EBNA-1 DNA binding, fluorescence polarization | inhibition, % at 14.8 µM; in the data active means inhibition above about 28%
PREPL inh: inhibits the human prolyl oligopeptidase-like enzyme | AID 2751 | Q4J6C6 | inhibition, % at 5.96 µM | recombinant PREPL, fluorescence polarization activity-based probe | hit rate 0.68% among 320,000; in the data active means inhibition above about 43%;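 further: 0% = enzyme with DMSO and 100% = wells lacking enzyme; many of its hits are not listed in these tables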
GSTO1 counter: blocks human GSTO1 in RBBP9 counter-screen; P78417; AID 1974; hit rate 1.1% among 300,000; recombinant GSTO1, activity-based probe fluorescence polarization; inhibition, % at 5.96 µM;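 active means inhibition above the campaign mean inhibition plus 3 SD, cut at about 35% in these data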;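 further: 0% = GSTO1-1 with DMSO and 100% = wells lacking GSTO1-1 enzyme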
Target sequence (P78417 whole entry, looked up): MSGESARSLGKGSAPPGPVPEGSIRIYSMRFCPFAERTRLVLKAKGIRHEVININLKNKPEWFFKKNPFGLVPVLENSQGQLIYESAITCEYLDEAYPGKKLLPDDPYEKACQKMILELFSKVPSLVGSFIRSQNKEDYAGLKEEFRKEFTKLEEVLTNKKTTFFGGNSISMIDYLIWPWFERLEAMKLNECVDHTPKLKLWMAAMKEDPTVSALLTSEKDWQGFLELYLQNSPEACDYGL
ZTA counter: counter-screen for EBNA-1 inhibitors: inhibitors of Epstein-Barr virus ZTA | inhibition, % at 11 µM | ZTA-DNA binding, fluorescence polarization | P03206 | hit rate 0.15% among 320,000; in the data active means inhibition above about 33%
PAFAH1B3 inh: blocks human PAF acetylhydrolase 1B catalytic subunit 3; Q15102; recombinant PAFAH1B3, FP-rhodamine probe, fluorescence polarization; inhibition, % at 3.39 µM; hit rate 0.28% among 340,000; AID 492972;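 active means inhibition above the screen-wide average of all tested compounds plus 3 SD, cut at about 25% in these data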;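 further: 0% = enzyme with DMSO only and 100% = wells lacking PAFAH1B3 protein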
Target sequence (Q15102 whole entry, looked up): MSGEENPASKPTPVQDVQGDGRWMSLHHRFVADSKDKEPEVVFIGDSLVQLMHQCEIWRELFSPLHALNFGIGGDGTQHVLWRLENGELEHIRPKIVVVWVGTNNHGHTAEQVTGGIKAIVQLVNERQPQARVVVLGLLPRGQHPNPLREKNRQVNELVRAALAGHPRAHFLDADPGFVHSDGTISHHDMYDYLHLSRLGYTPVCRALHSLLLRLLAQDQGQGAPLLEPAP
LYPLA1 inh: counter-screen for PME1 inhibitors: inhibitors of human LYPLA1; recombinant LYPLA1, FP-Rh probe fluorescence polarization; hit rate 0.16% among 320,000; AID 2174; O75608; inhibition, % at 5.9 µM;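 active means inhibition above the mean of all tested compounds plus 3 SD, set per campaign, cut at about 14% in these data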;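 further: inhibitors block serine hydrolase probe labeling of LYPLA1 so polarization falls; 0% = enzyme with DMSO and 100% = wells lacking LYPLA1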
Target sequence (O75608 whole entry, looked up): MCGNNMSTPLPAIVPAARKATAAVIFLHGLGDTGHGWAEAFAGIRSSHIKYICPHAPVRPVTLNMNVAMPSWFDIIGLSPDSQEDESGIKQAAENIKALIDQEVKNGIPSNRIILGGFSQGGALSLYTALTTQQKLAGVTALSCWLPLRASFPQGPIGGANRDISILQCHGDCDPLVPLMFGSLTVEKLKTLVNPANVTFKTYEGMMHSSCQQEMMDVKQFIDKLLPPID
Starred values were filed as active, the others as inactive; · = not tested or not shown. Some of the compounds tested. The share of hits here may be higher or lower than overall.

SMILES	PAD4 FP inh	LYPLA2 counter	PAFAH2 FP inh	EBNA-1 inh	PREPL inh	GSTO1 counter	ZTA counter	PAFAH1B3 inh	LYPLA1 inh
CC(C)c1nnc(NC(=O)CCC(=O)NCc2ccco2)s1	0	0	3	0	-4	1	-1	4	-1
CCCCC(=O)NN(C)c1nc(-c2ccccc2)nnc1C(F)(F)F	-2	3	-7	-9	-5	1	2	5	2
S=C(Nc1ccccc1Cl)N1CCN(c2ccccn2)CC1	-1	2	7	-7	-5	-3	-19	9	3
CCN(CC(=O)NCc1ccc(Cl)cc1)C(=O)c1sccc1C	-3	·	15	·	6	·	·	9	·
CCN(Cc1nc(-c2ccc(OC)cc2)no1)C(=O)c1ccc2c(c1)OCO2	-2	3	-4	-8	-1	-1	4	0	-2
Cc1ccc(S(=O)(=O)N(CC(=O)O)Cc2ccco2)cc1	0	2	4	5	-2	4	-1	4	3
COc1ccc(OC(C)C(=O)N(C)Cc2nc(-c3ccc(OC)cc3)no2)cc1 (stereo unspecified)	3	-1	-5	-4	-4	4	5	7	-3
C/C(=N\O)c1ccco1	-5	6	-5	·	7	·	-9	14	6
CC(=O)Nc1ccc(S(=O)(=O)NCCS(=O)(=O)N2CCN(c3ccccc3)CC2)cc1	-1	-4	8	7	-33	14	2	4	-1
CN1C(=O)C(O)(CC(=O)/C=C/C=C/c2ccccc2)c2ccccc21 (stereo unspecified)	-3	-1	-9	12	-12	3	1	0	0
Cc1ccc(NC(=O)C2CCCN2S(=O)(=O)c2cccc3cccnc23)cc1F (stereo unspecified)	-2	-5	-6	11	-11	1	5	-2	-1
CC(C)CNC(=O)CSc1nc2scc(-c3ccccc3)c2c(=O)[nH]1	5	1	-1	1	-1	-32	-6	-2	-2
NC(=O)c1ccccc1NC(=O)c1ccccc1Cl	-3	-2	4	1	-10	-1	4	4	2
CCN(CC)CCC(c1cc(OC)c(OC)c(OC)c1)c1c(O)cc(OC)cc1OC (stereo unspecified)	2	-5	3	3	45*	0	7	4	-3
COc1ccccc1C(=O)NCC(=O)N/N=C/c1ccc([N+](=O)[O-])cc1	-1	1	4	4	0	4	7	-8	1
O=C(CSc1nnc(-c2ccccn2)n1Cc1ccccc1)NC1CCCC1	-1	-13	-1	13	-3	2	-6	1	-6
CC(O)[C@H]1CNCCN1CCc1cc(C(F)(F)F)cc(C(F)(F)F)c1 (stereo partly specified)	2	2	-2	2	9	6	-14	-5	-1
Nc1c(C(=O)NC2CC2)c2nc3ccccc3nc2n1-c1ccc2c(c1)OCO2	4	3	8	1	1	-1	-8	0	6
COc1cc(CN2CCN(C3CCC3)CC2CCO)cc(OC)c1 (stereo unspecified)	1	-4	4	-11	4	-5	4	8	0
O=C(NCc1ccco1)c1cc(-c2cccnc2)nc2ccccc12	1	7	15	1	3	38*	-5	9	4
Cc1ccc(C(=O)NNC(=O)c2cc3ccccc3cc2O)cc1	-1	2	-1	6	7	1	5	9	-1
Cc1ccc(CN2CCCN(Cc3c(F)cccc3Cl)S2(=O)=O)cc1	3	3	-11	7	-24	2	1	11	3
COc1cc(/C=C(\C#N)C(N)=O)ccc1OS(=O)(=O)c1ccc(C)cc1	-2	3	0	-8	5	7	5	-5	-5
CCOc1ccccc1-n1nnnc1SCC(=O)NC(=O)Nc1ccc2c(c1)OCCO2	-3	6	2	23	2	7	12	1	-9
COc1cccc2c(SCC(=O)N/N=C/c3ccccc3)cc(C)nc12	9	3	-7	6	-18	4	10	7	-7

One compound at a time, as listed above. Values in the order: PAD4 FP inh | LYPLA2 counter | PAFAH2 FP inh | EBNA-1 inh | PREPL inh | GSTO1 counter | ZTA counter | PAFAH1B3 inh | LYPLA1 inh
Cc1ccc(S(=O)(=O)N(CC(=O)O)Cc2ccco2)cc1 reads 0 | 2 | 4 | 5 | -2 | 4 | -1 | 4 | 3
CC(=O)Nc1ccc(S(=O)(=O)NCCS(=O)(=O)N2CCN(c3ccccc3)CC2)cc1 reads -1 | -4 | 8 | 7 | -33 | 14 | 2 | 4 | -1

(list continues)
SMILES	PAD4 FP inh	LYPLA2 counter	PAFAH2 FP inh	EBNA-1 inh	PREPL inh	GSTO1 counter	ZTA counter	PAFAH1B3 inh	LYPLA1 inh
O=S(=O)(Nc1cccc(S(=O)(=O)N2CCCC2)c1)c1cccc(Br)c1	-9	-8	4	·	6	·	-6	6	-3
CCOC(=O)C1CCN(S(=O)(=O)c2csc(C(N)=O)c2)CC1	-5	1	-3	-1	6	3	-23	1	3
CC1CC1C(=O)OCC(=O)Nc1ccc2[nH]c(=O)[nH]c2c1 (stereo unspecified)	-2	-6	-12	4	3	-44	2	4	-3
CC(CCc1ccccc1)NC(=O)CNC(=O)c1cccs1 (stereo unspecified)	-4	13	-15	14	4	6	9	4	4
O=C(NC1CCCC1)C1CC(=O)N(CCc2ccccc2)C1 (stereo unspecified)	-1	2	-2	-6	0	-2	-16	7	-3
COc1cc([N+](=O)[O-])ccc1NC(=S)Nc1cc(C(=O)OC(C)C)cc(C(=O)OC(C)C)c1	-4	-14	-50	10	0	2	11	-26	-6
CC(=O)Nc1ccc(S(=O)(=O)N2CCCc3ccccc32)cc1	1	-3	-9	0	3	6	-6	8	-2
CCOc1cc(C(=O)O/N=C(\N)c2ccc([N+](=O)[O-])cc2)cc(OCC)c1OCC	-3	-1	-4	11	-2	-2	22	3	-3
Cc1cccc(CNc2ccc(C(CC(N)=O)NC(=O)c3ccccc3)cc2[N+](=O)[O-])c1 (stereo unspecified)	-2	8	-11	-2	-13	-3	-9	3	1
COC(=O)c1ccccc1NC(=O)c1ccc(-c2ccccc2F)o1	-1	1	-4	3	5	8	-3	-3	-1
CN(C)CCN(C(=O)c1ccc(S(=O)(=O)N(C)c2ccccc2)cc1)c1nc2ccc(Cl)cc2s1	1	4	-5	2	6	1	-3	4	1
O=C(Nc1ccc(C(=O)O)cc1)/C(=C\c1ccc2c(c1)OCO2)NC(=O)c1ccc(Br)o1	-7	-1	9	4	-2	5	-10	6	-4
C/C(=N\O)C(=O)NCC1CCNCC1	6	1	-1	-5	-1	2	-5	1	4
CC(C)N(C(=O)COC(=O)[C@H](C)NC(N)=O)c1ccccc1	-1	1	0	8	-10	9	9	8	-2
O=C(NCc1ccccc1)C1CCC1	-2	5	10	15	8	6	15	10	-1
Cc1cc(C)nc(Nc2cc([N+](=O)[O-])ccc2C)n1	0	-2	-6	2	4	-8	-6	3	-1
O=C(COC(=O)CCCNC(=O)c1ccc(Cl)cc1)NC1CC1	1	4	5	7	-11	8	7	6	2
CCOP(=O)(c1ccc(N(C)C)cc1)C(O)c1ccc(Cl)cc1 (stereo unspecified)	-3	0	5	-1	13	-2	17	6	0
CCC(C)c1ccc(NC(=O)COC(=O)CCNC(=O)c2ccco2)cc1 (stereo unspecified)	-1	2	-4	·	-3	·	11	-2	3
Cc1ccc(C(=O)CN2C(=O)C(=O)N(Cc3ccccc3)C2=O)cc1	-4	1	2	4	-6	5	3	0	0
CN1C(=O)/C(=C/c2ccccc2Cl)Sc2ccc(C(=O)NCc3cccnc3)cc21	-3	9	-7	13	-116	-11	4	-4	-11
O=C(/C=C/c1cccc([N+](=O)[O-])c1)N1CCN(c2ccccn2)CC1	0	5	3	-3	9	-5	12	8	-4
COc1ccc(OC)c(NC(=O)CCN2CCN(c3ccccc3OC)CC2)c1	-1	6	7	8	13	4	0	8	2
O=C(CNC(=O)c1cccs1)c1ccc(Cl)cc1	0	-1	0	4	4	3	13	-2	5
CCOc1ccc(NC(=O)CN(C)C(=O)c2cc([N+](=O)[O-])ccc2N2CCOCC2)cc1OCC	1	2	3	7	-2	3	-4	4	1
(further entries)
SMILES	PAD4 FP inh	LYPLA2 counter	PAFAH2 FP inh	EBNA-1 inh	PREPL inh	GSTO1 counter	ZTA counter	PAFAH1B3 inh	LYPLA1 inh
COc1ccc(NC(=O)c2ccc3c(c2)OCO3)cc1	-4	-4	5	5	-5	-1	-8	4	-2
CN(CCC#N)C(=O)COC(=O)[C@H](Cc1ccccc1)N1C(=O)c2ccccc2C1=O	-5	-7	0	1	1	2	2	5	0
COc1ccc(/C=C/C(=O)NCC2COc3ccccc3O2)c(OC)c1 (stereo unspecified)	-1	-2	-6	-6	-9	-4	3	1	-4
CCOc1ccc(NC(=O)CCSc2nc3c(c(CC)c2C#N)C(=O)CC(C)(C)C3)cc1	1	-17	-5	-8	0	-18	-14	1	-7
COc1ccccc1-n1nnnc1SCC(=O)NC1CCCC1	0	0	-3	6	3	-4	10	5	-2
Cc1cc2oc(=O)cc(CN3CCCCC3C)c2cc1C (stereo unspecified)	0	-8	6	-4	-4	8	-12	6	2
O=C(NCCC1=CCCCC1)N[C@@H](Cc1ccccc1)C(=O)O	-2	6	3	-11	-87	13	4	9	3
CCN(CC(=O)NCc1cccs1)C(=O)/C=C/c1cccc(Cl)c1Cl	3	4	7	-3	-61	-1	4	11	-2
COc1ccc([N+](=O)[O-])cc1NC(=O)CSc1nc(C)cc(C)n1	-12	-7	-4	-18	-5	-1	-9	7	-2
C/C(=N\NC(=O)c1ccccc1)c1cc2cc([N+](=O)[O-])ccc2oc1=O	-6	-1	8	-3	12	14	5	12	-1
Cc1ccc2[nH]c(=O)c(CN(Cc3ccccc3)Cc3nnnn3C3CCCC3)cc2c1	1	2	3	0	-12	-9	3	-1	2
O=C(/C=C\c1ccco1)Nc1ccc(N2CCN(C(=O)c3ccccc3)CC2)cc1	3	1	2	1	27	1	-4	-9	-5
COc1cc2c(cc1OC)-c1c(OC)c(OC)cc3ccnc(c13)C2=O	-3	0	1	2	30	1	-24	1	-1
CC(OC(=O)c1nn(C)c(=O)c2ccccc12)C(=O)NC1CCCCC1C (stereo unspecified)	2	5	4	-9	-11	13	6	3	0
COc1ccc(C(=O)CSc2ccc(-c3ccccc3)nn2)cc1	3	-5	3	3	-27	-3	-4	4	-5
COc1cc2c(cc1O)[C@@H]1Cc3cc(O)c(OC)cc3[C@H](C2)N1C	-3	4	3	7	-1	1	1	6	1
CCc1ccc(C(=O)C(C)OC(=O)c2nn(C)c(=O)c3ccccc23)cc1 (stereo unspecified)	4	13	1	-3	-14	-4	-6	2	0
O=C(O)c1ccccc1CSc1nnnn1-c1ccccc1	-1	4	0	6	-1	-4	0	-1	4
CC1=NN(c2ccc(F)cc2)C(=O)C1C(c1cccc(O)c1)c1c(C)[nH]n(-c2ccc(F)cc2)c1=O (stereo unspecified)	69*	4	8	1	25	58*	1	3	-1
CC(C)c1ccc(Nc2ncccc2C(=O)O)cc1	-1	-4	4	13	6	5	3	8	-1
Clc1ccc(-c2nnc(COc3ncnc4ccccc34)o2)cc1	0	6	-6	5	-1	-7	-1	4	1
Cc1cc(C)n2nc(N)c(N=Nc3ccc(Cl)cc3)c2n1	4	-1	-4	3	15	-1	7	-1	5
C/C(=N\n1cnnc1)c1ccccc1	0	-2	-2	3	1	-3	11	6	3
CCC1Oc2ccc(C)cc2N(CC(=O)NCCN2CCOCC2)C1=O (stereo unspecified)	-1	-2	-7	1	-7	0	10	8	-1
CCOc1ccc(N2C(=O)C(Cl)=C(Nc3ccccc3O)C2=O)cc1	-4	-2	12	-1	15	19	5	5	-6
CCOc1ccccc1CNC(=O)CCC(=O)N1Cc2ccccc2Oc2ncccc21	2	6	4	10	4	2	5	2	2

Looked up by structure from above (four):
SMILES	PAD4 FP inh	LYPLA2 counter	PAFAH2 FP inh	EBNA-1 inh	PREPL inh	GSTO1 counter	ZTA counter	PAFAH1B3 inh	LYPLA1 inh
COc1cccc2c(SCC(=O)N/N=C/c3ccccc3)cc(C)nc12	9	3	-7	6	-18	4	10	7	-7
O=C(COC(=O)CCCNC(=O)c1ccc(Cl)cc1)NC1CC1	1	4	5	7	-11	8	7	6	2
CCN(Cc1nc(-c2ccc(OC)cc2)no1)C(=O)c1ccc2c(c1)OCO2	-2	3	-4	-8	-1	-1	4	0	-2
C/C(=N\NC(=O)c1ccccc1)c1cc2cc([N+](=O)[O-])ccc2oc1=O	-6	-1	8	-3	12	14	5	12	-1

Bioassay records (PubChem)
